Compound activity deposited in PubChem BioAssay by several laboratories.
NS5 inhibitors: Dengue-2 NS5 methyltransferase inhibitors, primary screen, biochemical, confirmation dose response (AID 588689); Dengue-2 NS5 methyltransferase capping enzyme assay, biochemical; higher % means a stronger effect; one-dose inhibition, % at 25 µM; IC50 in µM for titrated hits; 340,000 compounds, 0.3% hits; in the data active = a potency from the dose series; inconclusive = inhibition above about 29% without an active follow-up result
AID2073: inhibitors of Mint1-CaV2.2 protein interaction, biochemical, HTRF (AID 2073); Voltage-dependent N-type calcium channel subunit alpha-1B (Homo sapiens); HTRF protein-protein interaction, Mint1-CaV2.2; higher % means a stronger effect; one-dose inhibition, % at 20 µM; IC50 in µM for titrated hits; 290,000 compounds, 0.19% hits; in the data active = inhibition mostly above about 51%, no sharp cut-off; inconclusive = no clear call, values can overlap the other calls; inactive = mostly below about 53%; also: some results filed as inactive read as strong as hits
LYP phosphatase: inhibitors of LYP phosphatase, biochemical, fluorescence intensity, uHTS (AID 1779) | Tyrosine-protein phosphatase non-receptor type 22 (Homo sapiens) | recombinant LYP phosphatase, fluorescence intensity; higher % means a stronger effect | inhibition, % at 11.5 µM, or IC50 in µM where a hit was titrated | 290,000 compounds, 0.054% hits; in the data active = inhibition above about 50%;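 also: plate controls were vehicle with enzyme for no effect and no enzyme for full effect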
SIAH1 antagonists: Siah-1 peptide-binding antagonists, primary screen, biochemical, fluorescence polarization, rhodamine-plectin, uHTS (AID 1817); 290,000 compounds, 0.02% hits; Siah-1 / rhodamine-plectin peptide fluorescence polarization; higher % means a stronger effect; displacement, % at 20 µM, or IC50 in µM where a hit was titrated; E3 ubiquitin-protein ligase SIAH1 (Homo sapiens);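 active = displacement of at least 50% at 20 µM, with a fluorescence ratio check between 0.3 and a set limit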;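 also: plate controls were Siah plus tracer with DMSO for no effect and tracer alone without Siah for full effect; strong numbers were not always called active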
MgcRacGAP inhibition: MgcRacGAP GTPase-activating activity inhibitors, confirmation, biochemical, ADP Hunter fluorescence. inhibition, % at 30 µM, or IC50 in µM where a hit was titrated. 340,000 compounds, 0.6% hits. MgcRacGAP-stimulated Rac1 GTP hydrolysis, ADP Hunter fluorescence; higher % means a stronger effect; GST-tagged Rac1 F28L mutant substrate. Rac GTPase-activating protein 1 (Homo sapiens);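 active = first-screen hits whose inhibition reached a set limit at any dose in the follow-up dose series; inconclusive = inhibition above the set first-screen limit but never retested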;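 also: fluorescence reports GDP produced by GAP-driven GTP hydrolysis; strong numbers were not always called active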
XIAP antagonists: XIAP antagonists, biochemical, IAP family, fluorescence polarization (AID 1018); E3 ubiquitin-protein ligase XIAP (Homo sapiens); 200,000 compounds, 0.007% hits; XIAP BIR domain, fluorescence polarization peptide displacement; higher % means a stronger effect; displacement, % at 20 µM; hits with a dose series show IC50 in µM; in the data active = displacement above about 50%; also: a part of the inactive calls stands beside numbers as strong as those of hits
HIV peptide binding: inhibitors of HIV fusion peptide binding, primary screen, biochemical, uHTS, fluorescence dequenching (AID 1986) | cell-free peptide binding, fluorescence dequenching, 30 min; higher % means a stronger effect | inhibition, % at 20 µM; hits with a dose series show IC50 in µM | 290,000 compounds, 0.3% hits; in the data active = inhibition mostly above about 52%, no sharp cut-off; inactive = mostly below about 76%; also: some results filed as inactive read as strong as hits
RSV antiviral HEp-2: RSV antiviral activity via CPE protection, HEp-2 cells, primary 10 µM value included (AID 2391); HEp-2 cells, RSV-induced CPE inhibition; higher % means a stronger effect; CPE inhibition, % at 10 µM; hits with a dose series show IC50 in µM; 310,000 compounds, 0.13% hits; in the data active = a potency from the dose series; inconclusive = CPE inhibition mostly from about 23% at the one dose, without a potency; inactive = the rest, 99 in 100 with CPE inhibition below about 21%; also: strong numbers were not always called active
SV40 large T antigen: SV40 large T antigen inhibitors, biochemical (AID 1903); inhibition, % at 20 µM; hits with a dose series show IC50 in µM; SV40 large T antigen ATPase/helicase inhibition assay; higher % means a stronger effect; 310,000 compounds, 0.39% hits; in the data active = a potency from the dose series; inconclusive = inhibition mostly from about 32% at the one dose, without a potency; inactive = the rest, 99 in 100 with inhibition below about 32%; also: strong numbers were not always called active
NS5 inhibitors pilot replicate: recorded beside NS5 inhibitors, whose call it bears; inhibition, %; measured here: pilot screen replicate inhibition
* = called active by the depositor; ? = inconclusive; / = no result given.

Start of the data: the first 5 compounds, to show the layout:
SMILES	NS5 inhibitors	AID2073	LYP phosphatase	SIAH1 antagonists	MgcRacGAP inhibition	XIAP antagonists	HIV peptide binding	RSV antiviral HEp-2	SV40 large T antigen	others
Cc1ccc2c(c1)C(c1ccccc1)N(C(=O)c1ccc3c(c1)OCO3)CC(=O)N2 (configuration not stated)	5%	0%	-1%	2%	5%	/	-0.5%	0.1%	25%
Cc1ccc(C)c(NC(=O)C2CC(=O)N(C3CCCCC3)C2)c1 (configuration not stated)	2%	-1%	-6%	0%	6%	/	0.1%	0.6%	6%
Cc1cc(C)c(S(=O)(=O)Nc2ccc(Cl)cn2)c(C)c1	1%	11%	-5%	-3%	10%	/	0.7%	4.0%	2%	NS5 inhibitors pilot replicate=1.8
Cc1ccc(/C=C2\SC(=S)N(NS(=O)(=O)c3ccc(C)cc3)C2=O)cc1	26µM*	-1%	-6%	7%	13%	/	62%	5.6%	34%
CCN(c1ccccc1)S(=O)(=O)c1ccc2[nH]cc(C(=O)NCCOC)c(=O)c2c1	3%	1%	8%	1%	13%	-2.0%	6.0%	1.7%	-4%

This part in full, from the start:
SMILES	NS5 inhibitors	AID2073	LYP phosphatase	SIAH1 antagonists	MgcRacGAP inhibition	XIAP antagonists	HIV peptide binding	RSV antiviral HEp-2	SV40 large T antigen	others
Cc1ccc2c(c1)C(c1ccccc1)N(C(=O)c1ccc3c(c1)OCO3)CC(=O)N2 (configuration not stated)	5%	0%	-1%	2%	5%	/	-0.5%	0.1%	25%
Cc1ccc(C)c(NC(=O)C2CC(=O)N(C3CCCCC3)C2)c1 (configuration not stated)	2%	-1%	-6%	0%	6%	/	0.1%	0.6%	6%
Cc1cc(C)c(S(=O)(=O)Nc2ccc(Cl)cn2)c(C)c1	1%	11%	-5%	-3%	10%	/	0.7%	4.0%	2%	NS5 inhibitors pilot replicate=1.8
Cc1ccc(/C=C2\SC(=S)N(NS(=O)(=O)c3ccc(C)cc3)C2=O)cc1	26µM*	-1%	-6%	7%	13%	/	62%	5.6%	34%
CCN(c1ccccc1)S(=O)(=O)c1ccc2[nH]cc(C(=O)NCCOC)c(=O)c2c1	3%	1%	8%	1%	13%	-2.0%	6.0%	1.7%	-4%
COc1cccc(Cn2c(NCc3ccco3)nc3c2c(=O)n(C)c(=O)n3C)c1	/	-13%	0%	0%	/	-1.6%	-1.1%	-1.2%	18%
CNC[C@@H](Cc1ccccc1)NC[C@@H](CC1CCCCC1)NCCCc1ccccc1	-5%	3%	-10%	-2%	9%	/	1.2%	-3.4%	19%
COc1cc(NS(=O)(=O)c2ccc(NC(=S)NC(=O)c3cccs3)cc2)nc(OC)n1	-1%	-10%	-5%	-4%	8%	-4.8%	16%	3.8%	6%
Cc1ccc(NS(=O)(=O)c2cc(C(=O)NCCSc3ccc(C)cc3)ccc2C)cc1	-3%	0%	10%	5%	7%	0.0%	-0.8%	13%	3%
O=C(C[n+]1cc(-c2ccccc2)n2c1CCC2)Nc1nc(-c2ccc(F)cc2)cs1	-3%	-2%	4%	1%	17%	0.8%	-1.6%	0.7%	7%
CCSc1sccc1C1C(C#N)=C(N)N(c2cccnc2)C2=C1C(=O)CC(C)(C)C2 (configuration not stated)	-10%	-2%	-3%	0%	10%	-1.5%	0.2%	0.5%	6%
N#C/C(=C\c1ccc(O)c(O)c1)C(=O)Nc1ccccc1	-3%	/	/	/	?	/	/	1.0%	13µM*
CC(=O)Nc1ccc(NC(=O)CN2CCN(c3ccccn3)CC2)cc1	-5%	6%	-5%	-4%	7%	/	-2.3%	-0.6%	0%
COc1ccccc1CNC(=O)C(=O)NCCC1CCCCN1S(=O)(=O)c1ccccc1 (configuration not stated)	4%	/	/	/	0%	/	/	1.7%	0%
O=C(COC(=O)/C=C/c1ccccc1)NCCC1=CCCCC1	-2%	6%	-1%	4%	7%	0.5%	-1.3%	0.5%	3%
O=C1NC(c2ccc(Br)cc2)Nc2ccccc21 (configuration not stated)	-5%	23%	-13%	1%	12%	/	1.1%	-0.7%	8%
O=C(O)C(=O)Nc1nc(-c2ccc3c(c2)OCCO3)cs1	-10%	-15%	-9%	6%	9%	/	0.0%	0.7%	10%
COC(=O)C1C(O)=C(C=NC2CCCCC2)C(=O)CC1(C)C (configuration not stated)	3%	11%	1%	1%	11%	-3.9%	-0.6%	1.4%	2%
Cc1ccsc1/C=N/NC(=O)c1ccc(Cn2cc(Br)cn2)o1	-3%	29%	-1%	6%	6%	-4.8%	0.4%	0.7%	6%
COC(=O)C(Cc1ccccc1)NS(=O)(=O)c1ccccc1Br (configuration not stated)	0%	-8%	-4%	-2%	6%	/	1.6%	-0.5%	16%
COc1ccc(/C=N/n2c(C)nc3c([nH]c4ccccc43)c2=O)cc1CN1CCCC(C)(C)C1	-11%	10%	-4%	2%	13%	/	4.9%	-0.8%	3%
CN1CCN(C(=O)C2=C[C@@H](c3ccc4c(c3)OCO4)C[C@@H](OCc3ccc(CO)cc3)O2)CC1	12%	6%	-3%	5%	-3%	-1.9%	0.2%	-1.7%	3%
CN1CCN(C(=O)CCc2nc3ccccc3n2-c2ccccc2)CC1	-11%	0%	-8%	1%	1%	0.7%	0.2%	1.4%	4%
CCOC(=O)N1CCN(C(=O)COc2cccc3c2CCN(Cc2ccc(F)cc2)C3=O)CC1	-4%	6%	6%	-2%	2%	-3.0%	1.5%	8.6%	13%
CCCCC(=O)N/N=C(\C)CC(=O)Nc1cc(Cl)ccc1OC	-3%	2%	-5%	6%	9%	-1.7%	-1.3%	1.0%	7%
CN([C@@H](Cc1ccc(OS(=O)(=O)c2cccc3cnccc23)cc1)C(=O)N1CCN(c2ccccc2)CC1)S(=O)(=O)c1cccc2cnccc12	-5%	40%	4%	12%	1%	-4.8%	2.6%	2.7%	8%
CCNC(=S)NNC(=O)c1ccc(=O)n(Cc2ccccc2)c1	-4%	-22%	-4%	2%	7%	-4.8%	-4.1%	-1.6%	17%
N#Cc1c(NCc2ccccc2)ccnc1Cl	-6%	/	/	/	3%	/	/	2.9%	-1%
O=C(NCCn1ccc2ccccc21)c1cccc([N+](=O)[O-])c1	-1%	-3%	-7%	4%	6%	-6.4%	-1.4%	4.0%	-5%
CCSC(C)CC1CC(=O)CC(=O)C1 (configuration not stated)	-2%	-9%	7%	5%	4%	-1.5%	-0.3%	1.0%	0%
Cc1cccc(N2CCN(Cc3ccc(Br)o3)CC2)c1C	5%	7%	-10%	8%	31%	/	0.6%	0.9%	24%
C=CCn1c(SCC(=O)Nc2ccc(F)cc2)nnc1-c1cnccn1	6%	30%	-8%	2%	5%	/	-0.5%	3.9%	15%
O=C(CSc1nnc(NC(=O)C2CC2)s1)Nc1ccc(F)cc1	-5%	-1%	-11%	-1%	6%	-8.3%	-1.8%	1.1%	1%
COc1cccc(/C=N/NC(=O)C(C)Sc2ccccc2)c1 (configuration not stated)	16%	-8%	-1%	12%	-5%	-3.7%	1.2%	1.3%	/
Cc1cc(C)nc(NC(=O)c2ccc3c(c2)OCO3)c1	/	-6%	-5%	17%	/	-4.5%	4.6%	-0.6%	4%
CCOc1ccccc1OCCCCOc1ccccc1F	-1%	3%	2%	-1%	8%	-1.1%	-1.1%	3.6%	4%
CCOc1ccc(Cc2c(Cl)nc(N)nc2Cl)cc1	-8%	?	-4%	0%	1%	-3.0%	3.3%	1.6%	5%
Cn1cc(/C=N/NC(=O)c2cc3cc(Br)ccc3o2)c2ccccc21	/	24%	-6%	2%	/	/	4.4%	/	21%
O=C(CSc1ncnc2c1cnn2-c1ccc(F)cc1)NCC1CCCO1 (configuration not stated)	1%	5%	-13%	0%	-1%	/	1.4%	10%	24%
Cc1c(OC(C)C(=O)NCCCN2CCOCC2)ccc2c3c(c(=O)oc12)CCC3 (configuration not stated)	-7%	11%	-5%	2%	11%	/	2.2%	-0.9%	6%

Entries shown so far that have a cyano group, in the order listed:
SMILES	NS5 inhibitors	AID2073	LYP phosphatase	SIAH1 antagonists	MgcRacGAP inhibition	XIAP antagonists	HIV peptide binding	RSV antiviral HEp-2	SV40 large T antigen	others
CCSc1sccc1C1C(C#N)=C(N)N(c2cccnc2)C2=C1C(=O)CC(C)(C)C2 (configuration not stated)	-10%	-2%	-3%	0%	10%	-1.5%	0.2%	0.5%	6%
N#C/C(=C\c1ccc(O)c(O)c1)C(=O)Nc1ccccc1	-3%	/	/	/	?	/	/	1.0%	13µM*
N#Cc1c(NCc2ccccc2)ccnc1Cl	-6%	/	/	/	3%	/	/	2.9%	-1%

Further compounds:
SMILES	NS5 inhibitors	AID2073	LYP phosphatase	SIAH1 antagonists	MgcRacGAP inhibition	XIAP antagonists	HIV peptide binding	RSV antiviral HEp-2	SV40 large T antigen	others
CC(=O)NCCc1nc2ccccc2n1CCOc1ccc(C)cc1	-8%	-11%	-6%	3%	5%	/	-1.3%	5.7%	13%
Cc1n[nH]c(=S)n1-c1cccc(Cl)c1	-7%	-24%	-3%	0%	5%	-13%	-2.1%	0.8%	14%
CN1c2ccccc2C(C)(C)[C@]12C=Cc1cc(O)ccc1O2	-12%	-16%	10%	-1%	17%	-14%	3.4%	45%	15%
CCOC(=O)C(NCc1ccc(OC)cc1)(NC(C)=O)C(F)(F)F (configuration not stated)	-4%	1%	-3%	0%	7%	1.8%	-1.1%	2.7%	0%
CCNc1ccc(S(=O)(=O)N(C)C)cc1NCC(=O)Nc1ccccc1Br	0%	-3%	0%	2%	-10%	-5.6%	2.8%	-0.1%	11%
COc1ccc(C(=O)Oc2cccc(/C=N/NC(N)=S)c2)cc1	-8%	-6%	7%	0%	12%	-8.9%	-2.3%	1.7%	7%
CCC1C(=O)Nc2ccccc2N1C(=O)c1ccc(Cl)nc1 (configuration not stated)	/	0%	-1%	7%	4%	-13%	-0.1%	0.9%	9%
O=C(O)c1ccccc1S(=O)(=O)Cc1ccccc1	-3%	-3%	10%	-2%	0%	-4.6%	-1.5%	-0.7%	4%

3 compounds already listed, sorted by count of non-hydrogen atoms, smallest number first.
SMILES	NS5 inhibitors	AID2073	LYP phosphatase	SIAH1 antagonists	MgcRacGAP inhibition	XIAP antagonists	HIV peptide binding	RSV antiviral HEp-2	SV40 large T antigen	others
CCSC(C)CC1CC(=O)CC(=O)C1 (configuration not stated)	-2%	-9%	7%	5%	4%	-1.5%	-0.3%	1.0%	0%
CCC1C(=O)Nc2ccccc2N1C(=O)c1ccc(Cl)nc1 (configuration not stated)	/	0%	-1%	7%	4%	-13%	-0.1%	0.9%	9%
CCNC(=S)NNC(=O)c1ccc(=O)n(Cc2ccccc2)c1	-4%	-22%	-4%	2%	7%	-4.8%	-4.1%	-1.6%	17%
